High-throughput results deposited in PubChem BioAssay by Broad Institute.
E-sel inducer: E-selectin induction on HUVECs. HUVEC E-selectin immunofluorescence imaging; normalized: neutral wells 0, TNF-alpha wells 100. activation, % at 7.58 µM. 260,000 compounds, 0.37% hits;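 active = mean E-selectin-positive cell signal at least 10% of the positive control, reached in at least 60% of replicates, without over 20% cell loss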;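 note: in these data hits start at about 27%; measured in HUVEC primary endothelial cells; signal is the percent of cells scored E-selectin positive by PE staining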
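Read-out: % PE-positive cells | Test system: HUVEC | Doses: One compound dose added by pin transfer | Buffer or medium: EGM-2 over gelatin coat | Signal: Immunofluorescence imaging | Benchmarks: TNF-alpha, DMSO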
RAD52 inh: blocks human RAD52 DNA annealing. P43351. recombinant RAD52 DNA annealing, FRET fluorescence. inhibition, % at 18.7 µM. 360,000 compounds, 0.46% hits;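 active = every replicate showing at least 50% inhibition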
Target sequence (P43351 whole entry, looked up): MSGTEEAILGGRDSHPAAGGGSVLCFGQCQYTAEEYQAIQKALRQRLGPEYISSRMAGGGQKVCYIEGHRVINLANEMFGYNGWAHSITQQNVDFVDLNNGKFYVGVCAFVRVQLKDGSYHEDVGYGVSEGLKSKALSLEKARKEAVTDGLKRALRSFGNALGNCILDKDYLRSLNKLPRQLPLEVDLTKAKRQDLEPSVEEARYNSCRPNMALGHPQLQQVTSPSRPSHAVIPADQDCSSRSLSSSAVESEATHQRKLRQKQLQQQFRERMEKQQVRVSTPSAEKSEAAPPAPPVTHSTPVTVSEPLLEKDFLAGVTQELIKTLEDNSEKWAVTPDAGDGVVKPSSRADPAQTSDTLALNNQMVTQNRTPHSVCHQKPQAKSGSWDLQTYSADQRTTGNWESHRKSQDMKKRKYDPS
esBAF inh: SWI/SNF esBAF complex inhibition; AID 602393; 350,000 compounds, 2% hits; mouse ES cells, Bmi1-luciferase knock-in reporter, 24 h; 100% = twice the neutral-well signal; reporter increase, % at 12.5 µM; in the data active = activation above about 40%;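 note: 0% = median of the plate's neutral control wells and 100% = double that signal; a rise in the Bmi1 reporter signal indicates esBAF inhibition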
RAD54 branch: RAD54 (human) branch migration inhibition | Q92698 | RAD54 Holliday junction branch migration, FAM/BHQ fluorescence | inhibition, % at 10.4 µM | 360,000 compounds, 0.14% hits;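 active = mean normalized replicate activity at least 40 and at least half of replicates scoring 40 or more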;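 note: 0% = median of neutral control wells and 100% = median of positive control wells; inhibitors cause a drop in the FAM fluorescence signal; in these data hits start at about 50%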
PglD inh: PglD (C. jejuni) enzyme inhibition; purified PglD enzyme, DTNB colorimetric CoA detection; AID 602405; inhibition, % at 12.5 µM; 360,000 compounds, 0.098% hits; in the data active = inhibition above about 16%, passing the limit was not always enough; note: strong numbers were not always called active
ARNT-TACC3 inh: disruptors of human ARNT/TACC3 interaction. Q9Y6A5. AlphaScreen His-ARNT PAS-B/GST-TACC3 binding, luminescence; TACC3 fragment carries E629A point mutation. 390,000 compounds, 0.66% hits. AID 623870. inhibition, % at 9.99 µM;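 active = mean inhibition of replicates at least 50% and at least half of replicates each reaching 50%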;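 note: 0% = complete ARNT plus TACC3 wells and 100% = ARNT alone without TACC3; many hits fall short of the cut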
Casp6 inh: blocks human caspase-6 cleavage activity; 350,000 compounds, 0.53% hits; AID 686996; inhibition, % at 12.5 µM; purified caspase-6, Z-VEID-R110 cleavage fluorescence; P55212;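 active = mean inhibition across replicates at least about 35%, with every replicate also reaching that limit, limit read from the data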;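 note: 0% = median of neutral control wells and 100% = no fluorescence left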
Target sequence (P55212 24-179 limits assumed): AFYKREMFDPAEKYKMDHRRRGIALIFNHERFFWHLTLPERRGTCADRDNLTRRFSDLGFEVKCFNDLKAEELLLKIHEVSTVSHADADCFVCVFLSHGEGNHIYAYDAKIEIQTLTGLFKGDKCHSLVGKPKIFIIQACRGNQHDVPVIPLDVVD
Target sequence (P55212 194-293 limits assumed): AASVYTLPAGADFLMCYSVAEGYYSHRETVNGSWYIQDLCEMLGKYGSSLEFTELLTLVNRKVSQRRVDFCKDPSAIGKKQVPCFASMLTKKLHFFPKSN
ERp5 block: ERp5 (human) disulfide isomerase inhibition; ERp5 insulin aggregation, absorbance 650 nm, 90 min; inhibition, % at 9.99 µM; 350,000 compounds, 0.05% hits;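 active = mean replicate inhibition above about 25%, with every replicate also reaching it, limit read from the data, passing the limit was not always enough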
* marks the source's active call; other numbers are inactive results; i = inactive; nt = no result given; & = joins results of further samples.

SMILES	E-sel inducer	RAD52 inh	esBAF inh	RAD54 branch	PglD inh	ARNT-TACC3 inh	Casp6 inh	ERp5 block
O=C(O)c1cccc(-c2ccc(/C=N/Nc3ccc([N+](=O)[O-])cc3)o2)c1	0.1	-53	nt	-13	-8	-17	10	-1
O=C1NN(c2ccccc2)C(=O)C1=Cc1ccccc1	4.2	-13	-6	3	-3	nt	3	-4
COCCN(C[C@H]1[C@@H](c2ccccc2)[C@H](CO)N1C(=O)C1CCC1)C(C)=O	1.7	nt	-3	0	5	-10	nt	nt
COC(=O)c1ccc2nc(C)cc(Nc3ccc(N(C)C)cc3)c2c1	-1.6	47	0	41	-4	18	2	1
O=C(CSc1nnc(COc2ccc3c(c2)CCCC3)o1)Nc1ccc(F)cc1	nt	-3	-2	-7	-4	-4	-1	-3
Cc1ccc(S(=O)(=O)Nc2ccc3c(c2)C(=O)N([C@H](C)CO)C[C@@H](C)[C@@H](CN(C)Cc2ccc(-c4ccccc4)cc2)O3)cc1	-12	-21	-3	-14	-2	-5	1	21
COc1ccc(S(=O)(=O)NCC2CCCN(C(=O)CSC)C2)cc1 (stereo not given)	nt	-3	-7	-5	-2	-5	0	1
O=C(NCCCl)Nc1ccc(Cl)c([N+](=O)[O-])c1	nt	-11	nt	nt	nt	5	-3	-1
O=C(/C=C/c1ccc(F)cc1)NC(=S)N1CCN(c2ccccn2)CC1	4.0	-6	nt	-21	3	3	2	0
COc1ccc2c3c(n(C)c2c1)[C@H](CO)N(C(=O)C1CCCC1)CC31CN(Cc2cccc(F)c2)C1	-0.3	-4	nt	nt	nt	nt	-3	5
CCCS(=O)(=O)NCc1cn2cccc(C)c2n1	nt	-19	-3	-7	-1	1	0	-3
C[C@@H]1CN([C@H](C)CO)C(=O)Cc2cc(NS(=O)(=O)c3ccc(Cl)cc3)ccc2O[C@H]1CN(C)S(=O)(=O)c1cn(C)cn1	-0.3	-9	0	-3	-3	-16	-1	4
Cc1ccc(-c2cc(C(F)F)nc(N3CCC(C)CC3)n2)cc1	nt	nt	5	4	1	-15	nt	nt
CO[C@H]1CN(C)C(=O)c2ccc(NS(C)(=O)=O)cc2OC[C@@H](C)NC[C@H]1C	1.1	-6	-1	-9	1	-9	-2	1
O=C(CN1CCOCC1)Nc1ccccc1-c1ccccc1	nt	nt	-6	-10	0	-2	nt	nt
C=CCc1cccc2cc(C(=O)OCC(=O)c3ccccc3)c(=O)oc12	nt	nt	-2	-5	-2	-10	nt	nt
CC(C(=O)OCC(=O)Nc1ccc(S(N)(=O)=O)cc1)N1C(=O)c2ccccc2C1=O (stereo not given)	-0.2	-9	-4	-3	1	-3	-3	-6
CN(C)C(=O)[C@@H]1[C@@H](CO)[C@@H]2Cn3c(ccc(C4=CCCCC4)c3=O)[C@H]1N2Cc1ccccc1F	-1.8	-6	1	-13	0	2	-1	7
CCN1[C@H](C(=O)N(C)C)[C@@H](CO)[C@@H]2Cn3c(ccc(-c4cccc(C(=O)N(C)C)c4)c3=O)[C@@H]21	-0.1	3	-3	1	0	-5	0	2
COc1ccccc1C(=O)N1C[C@H]2[C@@H](c3ccccc31)[C@H](CO)N2C(=O)C1CCOCC1	1.1	-11	1	-7	-9	-2	-1	0
CC1CC(C)CN(C(=O)CN2C(=O)NC3(CCCCCCC3)C2=O)C1 (stereo not given)	nt	-8	1	1	5	7	4	7
CC(C)CNc1nnnc2c1sc1nc(N3CCOCC3)c3c(c12)CC(C)(C)SC3	nt	nt	-7	8	-1	0	nt	nt
Cc1nc([N+](=O)[O-])c(Br)n1CC(=O)c1ccc(Br)cc1	nt	nt	-1	-2	1	6	nt	nt
CN(C)C(=O)c1cccc(-c2ccccc2[C@H]2[C@H](C#N)N(C(=O)C3CC3)[C@H]2CO)c1	-0.1	-3	nt	nt	nt	nt	2	1
C[C@@H]1CN([C@H](C)CO)C(=O)c2cccc(NS(=O)(=O)c3ccccc3)c2O[C@H]1CN(C)C	15&-0.1	6&-2	-1&-8	2&-2	1&0	3&-3	-1&1	-5&1
COc1ccc(C(=O)N(CN2CCCC2=O)c2cc(C)on2)cc1OC	nt	nt	1	-2	0	-7	nt	nt
O=C(NC1CCCCC1)C(c1ccncc1)N(C(=O)Cn1nnc(-c2cccs2)n1)C1CCCC1 (stereo not given)	nt	nt	3	-3	4	10	nt	nt
Cc1ccc(C)c(S(=O)(=O)Nc2ccc3oc(C)c(C(=O)O)c3c2)c1	0.0	-6	2	6	4	nt	69*	1
CS(=O)(=O)c1ccc(NCCc2ccc(S(N)(=O)=O)cc2)c([N+](=O)[O-])c1	0.1	-15	1	8	7	nt	0	0
C=CCN=C1NC(c2ccc(C(F)(F)F)cc2)C(C(=O)OC)=C(C)N1Cc1ccccc1C(F)(F)F (stereo not given)	-0.3	-36	nt	nt	nt	nt	-1	-6
O=C(COC(=O)C1CC1)Nc1ncc(C(F)(F)F)cc1Cl	nt	-76	nt	nt	nt	-7	7	0
C=C(C)c1cccc(C(C)(C)NC(=O)N(Cc2ccccc2)Cc2ccco2)c1	nt	nt	-13	8	-4	-4	nt	nt
COc1cccc(-n2c(N)cc(=O)nc2SCC(=O)N2CCN(c3ccccc3)CC2)c1	0.2	-2	-4	10	-1	1	-2	14
O=C(NCCCNC(=O)c1cnccn1)c1cccc(Cl)c1	-0.1	-12	3	5	1	-4	0	-6
O=C1OC(c2ccccc2)c2ccccc21 (stereo not given)	nt	-5	nt	nt	nt	-4	-2	4
O=C(OCCCOc1ccc(F)cc1)c1ccc(O)cc1O	nt	-4	nt	1	-1	-2	6	5
Oc1ccccc1Cn1nnc2ccccc21	-0.8	-23	-5	-8	-2	1	-2	1
CCOC(=O)c1c(NC(C)=O)sc2c(OC(C)=O)cccc12	nt	nt	-5	0	2	0	nt	nt
O=C(Nc1ccc(Cl)cc1)N[C@@H]1CC[C@@H](CCn2cc(Cc3ccccc3)nn2)O[C@@H]1CO	-2.0	2	0	4	0	-6	3	2
C[C@@H]1CCCCO[C@@H](CN(C)C(=O)Nc2ccccc2)[C@H](C)CN([C@@H](C)CO)C(=O)c2cc(NS(=O)(=O)c3ccc(F)cc3)ccc2O1	-0.2	nt	4	-9	0	6	nt	nt
Cc1ccc(NC(=O)CSc2nnc(-c3cnccn3)n2Cc2ccco2)cc1	nt	nt	5	2	-1	3	nt	nt
O=C(CCNC(=O)c1ccccc1)NC1CCCc2ccccc21 (stereo not given)	nt	-12	-1	nt	nt	-3	4	0
O=C(CCCN1C(=O)c2cccc3cccc(c23)C1=O)NC1CCS(=O)(=O)C1 (stereo not given)	nt	-5	nt	nt	nt	-17	0	3
C[C@@H]1CCCCO[C@H](CN(C)C(=O)Nc2ccccc2)[C@@H](C)CN([C@@H](C)CO)C(=O)c2cc(NS(=O)(=O)c3ccc(Cl)cc3)ccc2O1	nt	-95	6	-1	0	13	10	8
O=C(CCN1CCCCC1)N[C@H]1CC[C@@H](CC(=O)N2CCC(Cc3ccccc3)CC2)O[C@H]1CO	-0.2	-3	1	-4	5	-8	1	6
OCC[C@H]1C[C@@H](O)[C@H](O)[C@]2(CCc3ccccc3CO2)O1	0.3	-10	-1	-6	12	-7	-1	-1
O=C(NCCCCCCNC(=O)c1ccc(Br)s1)c1ccc(Br)s1	nt	nt	5	4	2	-2	nt	nt
CC(=O)c1cnn(-c2c(Cl)cc(Cl)cc2Cl)c1C	nt	-11	nt	-2	0	-1	5	-5
O=C(c1cc(-c2cccc(Cl)c2)on1)N1CCc2ccccc2C1	nt	1	0	0	-2	8	-2	7
COc1ccc(CCNC(=O)COC(=O)c2cc(OC)c(OC)cc2OC)cc1OC	nt	-19	-4	2	-4	nt	1	5
NCC[C@H]1CC[C@H](NC(=O)CCN2CCCCC2)[C@@H](CO)O1	0.3	-11	-3	-8	-1	6	-1	4
Cc1ccc(-c2csc(NC(=O)CN3CCOCC3)n2)cc1C	nt	nt	3	9	9	3	nt	nt
O=[N+]([O-])c1ccc(N2CCN(Cc3ccccc3)CC2)c2c1no[n+]2[O-]	-2.0	i	-81	-35	4	nt	-4	5
C[C@H](CO)N1C[C@H](C)[C@@H](CN(C)S(C)(=O)=O)Oc2ccc(NS(=O)(=O)c3cn(C)cn3)cc2C1=O	-11&-0.1	-3&-5	-4&-12	2&-1	-7&0	-9&0	-1&4	3&-1
Cc1ccc(C(CC(=O)N2CCCCC2)c2ccccc2)c(O)c1C (stereo not given)	nt	-4	-8	-4	2	2	7	-2
COC(=O)C1=C(C)NC(=S)N(C(C)=O)C1c1ccccc1 (stereo not given)	nt	nt	3	-4	8	4	nt	nt
O=C(NCc1ccncc1)C(=O)NCC(c1ccco1)N1CCN(c2ccccc2F)CC1 (stereo not given)	nt	nt	1	3	-7	-5	nt	nt
Cc1ccc(C(=O)/C=C/N(C)C)o1	2.5	-45	-1	-1	-4	3	-1	3
COC(=O)c1ccc2nc(-c3ccc(Cl)cc3)c(CC3CCCCC3)n2c1	1.0	-117	nt	nt	nt	nt	1	4
CCc1nc(SCc2ccc(Cl)cc2)n[nH]1	0.6	0	nt	nt	nt	nt	-2	2
Following part:
SMILES	E-sel inducer	RAD52 inh	esBAF inh	RAD54 branch	PglD inh	ARNT-TACC3 inh	Casp6 inh	ERp5 block
N/C(=N\OC(=O)c1ccc2ccccc2c1)c1ccc(Br)cc1	3.2	-14	nt	nt	nt	-5	-2	5
CCOc1ccccc1CNS(=O)(=O)c1csc(C(N)=O)c1	nt	-5	4	-2	-1	-1	2	2
CCNC(=O)C1CCCN(C(=O)c2ccccc2OC(F)(F)F)CC1 (stereo not given)	0.0	-5	-6	-9	1	nt	-1	1
CC(=O)Nc1ccc(-c2csc(NNC(=O)c3ccc(C)cc3)n2)cc1	nt	-9	nt	nt	nt	-4	1	-1
COc1ccc(CNC(=O)C[C@H]2C[C@H](C(=O)N3CCOCC3)[C@@]3(C)c4[nH]c5ccc(Cl)cc5c4CCN3C2=O)cc1OC	1.6	-1	-4	4	-2	2	6	9
CC1(c2nnc(-c3ccc(Cl)cc3)o2)CC(c2ccc([N+](=O)[O-])cc2)=NO1 (stereo not given)	-0.2	-4	4	-8	-2	0	-3	5
O=C(COc1ccccc1Cc1ccccc1)Nc1cccnc1	nt	-13	-2	-1	4	-8	1	-3
CC(C)c1ccc(OCC(=O)N2CCN(C(=O)c3ccco3)CC2)cc1	0.1	-25	2	-3	-2	-8	-1	18
CN(C)S(=O)(=O)c1cccc(COC(=O)CCNC(=O)c2ccc([N+](=O)[O-])cc2)c1	0.6	-17	0	-22	5	-2	-3	4
COc1ccc(OCC(=O)NNC(=O)c2ccc(-c3ccccc3)cc2)cc1	nt	nt	2	-1	6	-2	nt	nt
O=C(NCC1CCN(C(=O)c2ccc([N+](=O)[O-])cc2)CC1)c1ccc([N+](=O)[O-])cc1	nt	-8	1	-6	1	1	4	4
O=S1(=O)NC(=NCCOCCO)c2ccccc21	1.4	9	4	3	-12	-2	2	2
CC(C)(C)OC(=O)CC12CCCCC1NC(=O)O2 (stereo not given)	0.0	-8	-4	2	-1	2	nt	-4
COc1cc(C(=O)NCC(c2cccs2)N2CCOCC2)c([N+](=O)[O-])cc1OC (stereo not given)	0.2	-5	-2	-3	-4	-1	4	0
COc1ccccc1CN1CCN(C(=O)c2cccc3ccccc23)CC1	-0.1	-8	-3	-12	-2	nt	4	5

Compound profiles (already shown). Screens in order: E-sel inducer, RAD52 inh, esBAF inh, RAD54 branch, PglD inh, ARNT-TACC3 inh, Casp6 inh, ERp5 block
CCNC(=O)C1CCCN(C(=O)c2ccccc2OC(F)(F)F)CC1 (stereo not given) in the list: 0.0, -5, -6, -9, 1, nt, -1, 1
CN(C)S(=O)(=O)c1cccc(COC(=O)CCNC(=O)c2ccc([N+](=O)[O-])cc2)c1 in the list: 0.6, -17, 0, -22, 5, -2, -3, 4
COc1ccc(CNC(=O)C[C@H]2C[C@H](C(=O)N3CCOCC3)[C@@]3(C)c4[nH]c5ccc(Cl)cc5c4CCN3C2=O)cc1OC in the list: 1.6, -1, -4, 4, -2, 2, 6, 9
O=S1(=O)NC(=NCCOCCO)c2ccccc21 in the list: 1.4, 9, 4, 3, -12, -2, 2, 2
